CRFBP-R2 agonist: agonists of CRF-BP/CRF-R2 complex, primary screen, cell-based, HEK293, calcium dye fluorescence, uHTS. 350,000 tested, 0.46% active. calcium dye fluorescence (FLIPR); percent of saturating CRF peptide response. CRF-binding protein / CRF receptor 2 complex (human). activation, % at 13.2 µM. AID 588473, 2011;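 active = activation of at least 50%, plus an integration ratio under a set limit after plate pattern correction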;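 note: plate controls were neutral control wells without compound for no effect and CRF at EC100 for full effect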
CHRM5 antagonist: human M5 muscarinic receptor antagonists, primary screen, CHO cells, Fluo-8 calcium fluorescence; inhibition, % at 3 µM; 360,000 tested, 0.59% active; AID 624040, 2012; Muscarinic acetylcholine receptor M5 (Homo sapiens), P08912; CHO-hM5 cells, ACh EC80;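 active = inhibition above a per-plate cutoff, the mean of that plate's test compounds plus 3 SD, cut at about 27% in these data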;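 note: 0% = acetylcholine EC80 with DMSO and 100% = DMSO without agonist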
Target sequence (P08912 whole entry, looked up): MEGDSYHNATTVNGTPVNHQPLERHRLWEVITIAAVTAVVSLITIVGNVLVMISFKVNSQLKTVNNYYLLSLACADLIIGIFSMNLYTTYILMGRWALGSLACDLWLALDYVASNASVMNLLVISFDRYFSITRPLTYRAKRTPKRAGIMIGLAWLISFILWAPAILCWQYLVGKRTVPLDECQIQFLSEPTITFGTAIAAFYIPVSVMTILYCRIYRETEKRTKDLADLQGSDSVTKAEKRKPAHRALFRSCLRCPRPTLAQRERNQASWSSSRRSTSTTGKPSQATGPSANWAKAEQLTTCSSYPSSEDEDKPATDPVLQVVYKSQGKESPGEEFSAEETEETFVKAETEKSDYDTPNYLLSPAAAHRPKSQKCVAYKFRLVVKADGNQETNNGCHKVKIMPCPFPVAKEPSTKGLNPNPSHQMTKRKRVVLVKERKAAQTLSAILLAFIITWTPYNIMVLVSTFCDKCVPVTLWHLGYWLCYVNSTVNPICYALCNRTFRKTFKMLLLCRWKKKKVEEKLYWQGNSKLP
CRFR2-BP antag: antagonists of CRF-BP/CRF-R2 complex, primary screen, cell-based, HEK293, calcium dye fluorescence, uHTS; CRF-induced calcium fluorescence; inhibition, % at 11.8 µM; 350,000 tested, 0.59% active; AID 588475, 2011;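 active = inhibition of the ligand-induced calcium signal above about 50% at the single tested concentration, limit read from the data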
IDE cell inh: human IDE inhibitors in live cells, primary screen, fluorescence polarization, HEK cells, FAbetaB substrate; AID 434962, 2010; Insulin-degrading enzyme (Homo sapiens), P14735; FAbetaB cleavage; 320,000 tested, 0.41% active; inhibition, % at 5.59 µM;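 active = percent inhibition above the average of all tested compounds plus 3 SD, set per screening campaign, cut at about 16% in these data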;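 note: IDE supplied by intact live HEK cells; FP after avidin binding of uncleaved biotin substrate so inhibition keeps polarization high; 0% = DMSO wells and 100% = 60 µM reference IDE inhibitor Ii1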
CHRM4 antagonist: human M4 muscarinic receptor antagonists, primary screen, CHO cells, Fluo-8 calcium fluorescence; 360,000 tested, 0.73% active; Muscarinic acetylcholine receptor M4 (Homo sapiens), P08173; inhibition, % at 3 µM; CHO-hM4 cells, ACh EC80; AID 624125, 2012;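 active = inhibition above its plate's cutoff, the mean inhibition of sample wells plus 3 SD, cut at about 27% in these data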;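 note: 0% = acetylcholine EC80 with DMSO and 100% = DMSO without agonist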
Target sequence (P08173 whole entry, looked up): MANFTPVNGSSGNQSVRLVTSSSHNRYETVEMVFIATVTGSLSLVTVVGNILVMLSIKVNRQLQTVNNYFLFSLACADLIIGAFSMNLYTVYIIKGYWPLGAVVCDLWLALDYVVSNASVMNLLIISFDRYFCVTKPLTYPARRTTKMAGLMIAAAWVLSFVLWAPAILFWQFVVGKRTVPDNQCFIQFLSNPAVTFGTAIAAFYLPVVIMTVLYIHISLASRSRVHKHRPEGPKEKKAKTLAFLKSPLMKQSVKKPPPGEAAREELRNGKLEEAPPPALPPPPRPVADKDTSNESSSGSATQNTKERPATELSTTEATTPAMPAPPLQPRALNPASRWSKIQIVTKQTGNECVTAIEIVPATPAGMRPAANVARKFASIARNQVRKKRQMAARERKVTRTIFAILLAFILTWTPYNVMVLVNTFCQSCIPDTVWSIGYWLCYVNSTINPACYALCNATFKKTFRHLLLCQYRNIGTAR
M5 PAM: human M5 muscarinic receptor positive allosteric modulators, primary screen, CHO-K1 cells, Fluo-8 calcium fluorescence; Muscarinic acetylcholine receptor M5 (Homo sapiens), P08912; CHO-K1 hM5, ACh EC20 PAM; 0% = ACh EC20, 100% = ACh EC100; activation, % at 3 µM; 360,000 tested, 0.3% active;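 active = activation above the run cutoff, the mean activation of all test compounds plus 3 SD, cut at about 18% in these data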
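Assay system: CHO-K1 hM5 cells. Also added: acetylcholine at EC20 concentration, added after compound. Dosing: 3 µM, single dose. Times: compound preincubation 140 s before EC20 acetylcholine addition. Signal: Fluo-8 calcium fluorescence. Measure: % activation relative to EC20 and EC100 ACh responses. Repeats: singlicate, one well per test compound.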
CHRM4 PAM: human M4 muscarinic receptor positive allosteric modulators, primary screen, CHO-K1 cells, Fluo-8 calcium fluorescence | Muscarinic acetylcholine receptor M4 (Homo sapiens), P08173 | CHO-K1 hM4/Gqi5, ACh EC20; 0% = ACh EC20, 100% = maximal ACh | activation, % at 3 µM | 360,000 tested, 0.4% active | AID 624126, 2012;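 active = activation above its plate's cutoff, the mean activation of sample wells plus 3 SD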; note: some results filed as inactive read as strong as hits
CHRM4 agonist: human M4 muscarinic receptor agonists, primary screen, CHO-K1 cells, Fluo-8 calcium fluorescence | Muscarinic acetylcholine receptor M4 (Homo sapiens), P08173 | activation, % at 3 µM | 360,000 tested, 0.14% active | CHO-K1 hM4/Gqi5; vehicle 0%, full acetylcholine response 100%;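 active = activation above the run mean over all test wells plus 3 SD, cut at about 32% in these data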;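 note: peak over basal fluorescence ratio per well then scaled between controls; 0% = DMSO wells and 100% = acetylcholine at EC100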
M5 ag: human M5 muscarinic receptor agonists, primary screen, CHO-K1 cells, Fluo-8 calcium fluorescence; Muscarinic acetylcholine receptor M5 (Homo sapiens), P08912; CHO-K1 hM5 cells; 0% DMSO wells, 100% maximal acetylcholine response; activation, % at 3 µM; 360,000 tested, 0.19% active;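 active = activation above the run's mean over test compounds plus 3 SD, cut at about 23% in these data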;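 note: signal is peak over basal fluorescence ratio across the kinetic read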
An asterisk follows results filed as active; . = no result given. No enrichment for hits, and some 2.9% of all compounds hit somewhere here.

#	smiles	CRFBP-R2 agonist	CHRM5 antagonist	CRFR2-BP antag	IDE cell inh	CHRM4 antagonist	M5 PAM	CHRM4 PAM	CHRM4 agonist	M5 ag
1	COc1ccc(CCNC(=O)Nc2cc(F)c(F)cc2Cl)cc1OC	-0.2	-1	24	3	1	-1	1	1	-1
2	CCOc1ccccc1NC(=O)COC(=O)CN1C(=O)NC(C)(C)C1=O	-1.0	6	5	1	4	-5	0	0	0
3	Cc1ccc(S(=O)(=O)NCC(c2ccccc2)N2CCN(c3ccc(F)cc3)CC2)cc1 (stereo unspecified)	0.4	6	-2	.	0	1	-3	0	-2
4	CC1(C(=O)NS(=O)(=O)c2ccc(Cl)cc2)CCN1C(=O)CCc1ccccc1 (stereo unspecified)	.	9	.	.	1	-1	2	1	0
5	COc1ccc(-n2nc3c(c2NC(=O)C2CC(=O)N(c4ccccc4)C2)CS(=O)(=O)C3)cc1 (stereo unspecified)	-0.2	-5	3	2	2	0	2	1	-2
6	CC1=C(C(=O)N(C(C)C)C(C)C)CC(CC(=O)NC(c2ccccc2)c2ccccc2)C(=O)N1Cc1ccc(C(C)(C)C)cc1 (stereo unspecified)	.	4	.	.	6	-6	-3	2	-3
7	Cc1ccc(C(=O)N/C(=C\c2cccs2)C(=O)NCc2cccnc2)cc1	-1.1	-5	15	-2	-1	5	-6	1	-1
8	COc1ccc(NC(=O)n2ncc3cc(Cl)ccc32)cc1OC	-0.1	3	2	-3	-10	-2	1	3	0
9	COc1cc(C(=O)NC2CC3CCCC(C2)N3CC(=O)Nc2ccccc2)cc(OC)c1OC (stereo unspecified)	-0.2	-2	13	1	-7	7	-1	1	-11
10	C/C(=N\NC(=S)NC1CCCCC1)c1ccccc1	-1.0	4	-22	7	-15	1	6	-1	-3
11	Cc1ccc(Cl)cc1-c1ccc(/C=N/n2cnnc2)o1	-1.7	5	8	4	7	-1	-4	1	-2
12	Brc1ccc2ncnc(NCc3ccccc3)c2c1	-0.7	16	4	0	16	-23	-8	11	4
13	CN1CCN(C(=O)/C(=C\c2cccnc2)NC(=O)c2cccc(Br)c2)CC1	-0.8	-15	-2	0	1	5	3	1	0
14	CC(C)[C@@H](N)C(=O)NC[C@H]1O[C@@H](n2cnc3c(=O)[nH]c(N)nc32)[C@H](O)[C@@H]1O	.	11	.	.	-2	-1	9	0	1
15	Clc1ccccc1C1=CC(c2ccco2)n2ncnc2N1 (stereo unspecified)	31	0	-8	-2	3	4	-3	2	-8
16	CCOc1ccc2ccccc2c1CNCCc1ccc(S(N)(=O)=O)cc1	-1.2	-4	-4	.	4	2	-1	1	2
17	NC(=O)c1ccc(NC(=O)COC(=O)c2cc3ccccc3cc2O)cc1	3.0	0	-2	4	-11	7	9	2	9
18	CC(C)Cc1ccc(CN2CCCC(NC(=O)CCCN3CCCC3=O)C2)cc1 (stereo unspecified)	-0.2	-9	-6	2	-3	2	3	3	-5
19	Cc1ccc(C)c(NC(=O)Cn2nnc(C(=O)Nc3c(C)cccc3C)c2N)c1	0.6	0	-2	1	-3	0	-2	1	0
20	O=S(=O)(c1cccc(NC(=S)N2CCN(c3ccccc3)CC2)c1)C(F)F	-1.4	10	-32	19*	-9	-12	-4	12	-2
21	C#Cc1cccc(NC(=O)c2ccc(Cl)cc2Cl)c1	2.0	0	-16	-2	-8	-1	2	0	-1
22	Cc1cc(Cn2nc(C(=O)NCc3cccc(Br)c3)cc2-c2ccccc2)on1	4.8	12	16	8	0	-7	-4	4	-8
23	Cc1cnc(-c2nnc(N(C)C(=O)c3cccnc3)s2)cn1	-1.6	4	16	5	-2	-4	5	1	-2
24	C/C=C/Cn1c(Br)nc2c1c(=O)n(C)c(=O)n2C	-0.8	-3	7	4	7	5	5	0	0
25	COc1ccccc1CNc1cncnc1	-0.6	2	0	3	8	2	-2	0	-1

In a second layout: entries from further up.
5) COc1ccc(-n2nc3c(c2NC(=O)C2CC(=O)N(c4ccccc4)C2)CS(=O)(=O)C3)cc1 (stereo unspecified)
6) CC1=C(C(=O)N(C(C)C)C(C)C)CC(CC(=O)NC(c2ccccc2)c2ccccc2)C(=O)N1Cc1ccc(C(C)(C)C)cc1 (stereo unspecified)
7) Cc1ccc(C(=O)N/C(=C\c2cccs2)C(=O)NCc2cccnc2)cc1
8) COc1ccc(NC(=O)n2ncc3cc(Cl)ccc32)cc1OC
9) COc1cc(C(=O)NC2CC3CCCC(C2)N3CC(=O)Nc2ccccc2)cc(OC)c1OC (stereo unspecified)
10) C/C(=N\NC(=S)NC1CCCCC1)c1ccccc1
11) Cc1ccc(Cl)cc1-c1ccc(/C=N/n2cnnc2)o1
12) Brc1ccc2ncnc(NCc3ccccc3)c2c1
13) CN1CCN(C(=O)/C(=C\c2cccnc2)NC(=O)c2cccc(Br)c2)CC1
14) CC(C)[C@@H](N)C(=O)NC[C@H]1O[C@@H](n2cnc3c(=O)[nH]c(N)nc32)[C@H](O)[C@@H]1O
15) Clc1ccccc1C1=CC(c2ccco2)n2ncnc2N1 (stereo unspecified)
16) CCOc1ccc2ccccc2c1CNCCc1ccc(S(N)(=O)=O)cc1
Assay by compound | 5 | 6 | 7 | 8 | 9 | 10 | 11 | 12 | 13 | 14 | 15 | 16
CRFBP-R2 agonist | -0.2 | . | -1.1 | -0.1 | -0.2 | -1.0 | -1.7 | -0.7 | -0.8 | . | 31 | -1.2
CHRM5 antagonist | -5 | 4 | -5 | 3 | -2 | 4 | 5 | 16 | -15 | 11 | 0 | -4
CRFR2-BP antag | 3 | . | 15 | 2 | 13 | -22 | 8 | 4 | -2 | . | -8 | -4
IDE cell inh | 2 | . | -2 | -3 | 1 | 7 | 4 | 0 | 0 | . | -2 | .
CHRM4 antagonist | 2 | 6 | -1 | -10 | -7 | -15 | 7 | 16 | 1 | -2 | 3 | 4
M5 PAM | 0 | -6 | 5 | -2 | 7 | 1 | -1 | -23 | 5 | -1 | 4 | 2
CHRM4 PAM | 2 | -3 | -6 | 1 | -1 | 6 | -4 | -8 | 3 | 9 | -3 | -1
CHRM4 agonist | 1 | 2 | 1 | 3 | 1 | -1 | 1 | 11 | 1 | 0 | 2 | 1
M5 ag | -2 | -3 | -1 | 0 | -11 | -3 | -2 | 4 | 0 | 1 | -8 | 2

17) NC(=O)c1ccc(NC(=O)COC(=O)c2cc3ccccc3cc2O)cc1
18) CC(C)Cc1ccc(CN2CCCC(NC(=O)CCCN3CCCC3=O)C2)cc1 (stereo unspecified)
19) Cc1ccc(C)c(NC(=O)Cn2nnc(C(=O)Nc3c(C)cccc3C)c2N)c1
Assay by compound | 17 | 18 | 19
CRFBP-R2 agonist | 3.0 | -0.2 | 0.6
CHRM5 antagonist | 0 | -9 | 0
CRFR2-BP antag | -2 | -6 | -2
IDE cell inh | 4 | 2 | 1
CHRM4 antagonist | -11 | -3 | -3
M5 PAM | 7 | 2 | 0
CHRM4 PAM | 9 | 3 | -2
CHRM4 agonist | 2 | 3 | 1
M5 ag | 9 | -5 | 0

The listing continues.
#	smiles	CRFBP-R2 agonist	CHRM5 antagonist	CRFR2-BP antag	IDE cell inh	CHRM4 antagonist	M5 PAM	CHRM4 PAM	CHRM4 agonist	M5 ag
26	CCOC(=O)Nc1cccc(C(=O)O)c1	-1.4	4	14	3	6	7	-6	1	0
27	C/C(=N\NC(=S)Nc1ccc(C(C)C)cc1)c1ccc2c(c1)OCO2	1.0	-3	-28	0	-13	1	8	0	-4
28	COc1cc(C)nc(N2CCCC(C(=O)Nc3cccc(Cl)c3Cl)C2)n1 (stereo unspecified)	-0.7	-6	-2	9	-3	2	-3	0	0
29	Cc1nc2ccc(NC(=O)CSc3nnc(C)s3)cc2[nH]1	0.3	5	1	1	17	-1	-2	0	2
30	CC(=O)N1N=C(c2cccs2)CC1c1ccc(C)o1 (stereo unspecified)	0.8	-3	-11	4	-9	3	-3	1	-3
31	CC1CCN(c2ccccc2NC(=O)c2ccc(N3CCOCC3)c([N+](=O)[O-])c2)CC1	1.6	0	-53	-2	9	-4	4	2	3
32	NC(=O)NOCc1ccc(Cl)cc1Cl	-2.5	4	3	-4	9	-11	2	3	0
33	CCCCn1cnc2c(SCc3ccccc3Cl)nc(N)nc21	-1.5	7	-3	.	-8	0	5	2	-6
34	COc1cc(NC(=O)CN2C(=O)C(=O)N(C3CCCC3)C2=O)cc(OC)c1	0.1	1	-3	5	-7	0	14	1	2
35	O=C(Nc1nnc(C2CC2)s1)C1COc2ccccc2O1 (stereo unspecified)	-1.0	1	-8	1	-5	3	5	2	1
36	COc1cc2c(cc1OC)/C(=C/C(=O)c1ccc(F)cc1)NCC2	-0.8	13	-16	1	-5	-9	-6	20	1
37	Cc1cc(C(=O)N/N=C/c2ccc(N3CCOCC3)cc2)c(C)o1	0.1	6	1	-4	-6	-3	7	4	1
38	CC(O)[C@H]1CNC(=O)C(=O)N1CC1CCCCC1 (stereo partly specified)	-0.7	-8	2	9	-2	6	6	0	3
39	CCOc1ccc(C2=Nn3c(nnc3-c3ccco3)SC2)cc1	-2.7	-3	23	-2	4	2	-6	-2	-2
40	COc1ccc(Cl)cc1C(=O)NNC(=O)COC(=O)CC(NC(C)=O)c1ccccc1 (stereo unspecified)	0.3	2	12	5	4	1	0	0	1
41	Cc1ccc2cn[nH]c2c1N	1.3	11	-2	-5	3	-9	-5	2	-1
42	Cc1nc2c(ccc3nc(NC(=O)C(c4ccccc4)c4ccccc4)sc32)s1	4.0	-1	-5	-1	-3	-2	7	0	0
43	COc1ccc2[nH]cc(CCNC(=O)CCC3CCCCC3)c2c1	0.5	16	7	1	-11	-12	-1	2	-2
44	COc1ccc(N2CCN(C(=O)c3ccc4c(c3)CCN4S(=O)(=O)c3ccccc3)CC2)cc1	11	3	-5	-2	5	-3	-3	7	3
45	NC(=O)c1nsc(C(=O)N(c2cccc(F)c2)C(C(=O)NCC2CCCO2)c2ccc3ncccc3c2)c1N (stereo unspecified)	0.9	4	-10	0	8	-3	-4	9	5
46	COc1ccc(OCCCN2CCc3ccccc3C2)cc1	-0.1	6	10	-6	16	-5	-8	0	-8
47	O=C(COC(=O)CSc1ccc2ccccc2c1)Nc1ccccc1OC(F)F	2.8	-5	1	4	-5	-1	7	9	-3
48	O=C(CSc1nnc(Cn2cnc3ccccc32)o1)Nc1cccc2ccccc12	-0.5	1	25	0	-10	-2	-6	3	-2
49	Cc1ccc(C)c(NC(=O)CN(C)C(=O)c2nn(C)c(=O)c3ccccc23)c1	0.8	5	-2	-1	-2	-8	4	5	-1

Screening results (PubChem BioAssay)
